# Rad51 HR inh: blocks human Rad51 in homologous recombination; Q06609; hRad51 DNA strand exchange, fluorescence dequenching; inhibition, % at 10 µM; 200,000 compounds, 0.085% hits;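 active = inhibition above 40% at the single screening dose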;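 note: 0% = DMSO control wells and 100% = blanks with heterologous ssDNA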
#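 Material: Human Rad51 nucleoprotein filaments preassembled on unlabelled ssDNA | Also added: Labelled 47-mer dsDNA for strand exchange | Dosing: Single dose, 10 µM final compound | Schedule: 30-min compound preincubation and 15-min exchange, both room temperature | Technique: Fluorescence dequenching at 485/520 nm | Measure: Percent inhibition relative to plate controls and blanks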
# Hck Nef HTS: inhibitors of human Hck kinase activated by Nef. Recombinant Hck-YEEI plus Nef, Z-Lyte FRET kinase assay. inhibition, % at 20 µM. 220,000 compounds, 0.68% hits;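 active = Hck-Nef kinase inhibition above about 50%, limit read from the data; inactive = inhibition below that limit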;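 note: 0% = DMSO with Hck plus Nef and 100% = Hck alone without Nef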
# Target sequence (P08631 whole entry, looked up): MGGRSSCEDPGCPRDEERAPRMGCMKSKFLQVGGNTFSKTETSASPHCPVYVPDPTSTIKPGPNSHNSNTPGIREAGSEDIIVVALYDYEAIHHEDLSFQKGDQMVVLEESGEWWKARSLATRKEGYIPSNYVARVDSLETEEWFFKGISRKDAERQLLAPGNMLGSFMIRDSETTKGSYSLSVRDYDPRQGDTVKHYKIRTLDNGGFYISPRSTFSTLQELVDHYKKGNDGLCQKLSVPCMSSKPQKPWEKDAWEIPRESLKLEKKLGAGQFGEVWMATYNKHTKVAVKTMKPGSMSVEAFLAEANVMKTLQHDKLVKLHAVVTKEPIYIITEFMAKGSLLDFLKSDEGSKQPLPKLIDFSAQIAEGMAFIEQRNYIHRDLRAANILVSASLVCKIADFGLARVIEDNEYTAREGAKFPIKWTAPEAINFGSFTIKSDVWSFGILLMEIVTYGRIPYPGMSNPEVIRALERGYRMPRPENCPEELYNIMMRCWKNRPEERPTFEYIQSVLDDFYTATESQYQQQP
# TbHK1 inh: T. brucei hexokinase 1 inhibition | recombinant TbHK1, G6PDH-coupled NADH A340 | inhibition, % at 10 µM | 220,000 compounds, 0.11% hits | AID 1430;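 active = inhibition of 50% or more in the single-dose primary screen; inactive = inhibition below 50%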
# m-calpain inh: inhibitors of pig calpain II; inhibition, % at 16 µM; purified calpain II, fluorogenic peptide substrate, 30 min; AID 1236; 220,000 compounds, 0.37% hits;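 active = inhibition above about 50%, limit read from the data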
# 14-3-3 Bad inh: disrupts binding of bovine 14-3-3 zeta to phospho-Bad peptide; P63103; inhibition, % at 21.7 µM; TR-FRET 14-3-3zeta/Dy647-pBad peptide displacement, 1 h; 220,000 compounds, 0.71% hits;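 active = inhibition above about 70%, limit read from the data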;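 note: 0% = full 14-3-3 plus peptide FRET controls and 100% = background without 14-3-3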
# Target sequence (P63103 whole entry, looked up): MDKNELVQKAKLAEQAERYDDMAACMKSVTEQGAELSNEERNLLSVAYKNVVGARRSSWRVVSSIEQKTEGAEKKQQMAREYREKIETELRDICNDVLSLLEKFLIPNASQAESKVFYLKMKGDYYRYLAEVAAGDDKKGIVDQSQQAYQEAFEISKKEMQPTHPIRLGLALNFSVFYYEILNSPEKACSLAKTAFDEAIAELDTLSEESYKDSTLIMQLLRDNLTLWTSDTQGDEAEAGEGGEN
# EP2 mod: modulators of human EP2 prostaglandin E2 receptor; P43116; EP2-expressing cells, cAMP HTRF FRET, PGE2 co-stimulation; induction, % at 25 µM; 260,000 compounds, 0.83% hits; AID 940;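 active = compounds whose cAMP rise, as percent of the full-agonist control response, exceeds 60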;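 note: rat C6 glioma line stably carrying human EP2 under a CMV promoter; the protocol text gives 20 µM as final concentration; 100% = response of wells given 1 µM PGE2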
# eIF4E 4G PPI: blocks eIF4E binding to eIF4G; P63073+Q04637; TR-FRET eIF4E-eIF4GI(517-606) binding, 2 h; inhibition, % at 21.7 µM; 220,000 compounds, 0.37% hits; AID 782;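 active = inhibition above about 30%, limit read from the data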;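 note: 0% = full FRET control wells and 100% = background wells lacking eIF4GI fragment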
# zVAD death inh: blocks zVAD induced death of L929 cells. viability rescue, % at 10 µM. L929 zVAD necroptosis rescue, ATP luminescence, 24 h; with zVAD 60 µM. 220,000 compounds, 0.38% hits. AID 1377;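 active = activation, scaled between plate controls, above about 75%, limit read from the data; inactive = activation under that limit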;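 note: 0% = zVAD with DMSO and 100% = DMSO alone without zVAD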
# PGE2 EP2 inh: inhibitors of human EP2 prostaglandin E2 receptor | P43116 | AID 1422 | inhibition, % at 25 µM | C6 glioma cells expressing human EP2, cAMP TR-FRET; cells stimulated with saturating PGE2 | 260,000 compounds, 0.52% hits;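 active = percent inhibition above 40 after rounding to a whole number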;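 note: rat C6 glioma host cells with rolipram phosphodiesterase inhibitor present; the protocol text gives 20 µM as final concentration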
# * hit, by the source's call; / = not tested or not shown; & = joins results of further samples; [ ] = another dose, or the depositor's remark. Not all compounds are listed (hit frequency here may not be typical).
nr | mol | m-calpain inh | TbHK1 inh | Rad51 HR inh | zVAD death inh | Hck Nef HTS | PGE2 EP2 inh | EP2 mod | 14-3-3 Bad inh | eIF4E 4G PPI
1 | Cc1ccc(NC(=O)CCC(=O)N/N=C/c2ccco2)c(C)c1 | -31 | 30 | -6 | -0.1 | 0 | 8 | 3 | -11[fluorescence artefact?] | 6[fluorescence artefact?]
2 | Cc1c(C(O)CN2CCC(C(N)=O)CC2)c2ccccc2n1C (stereo not drawn) | 5 | -1 | 0 | 0.4 | 1 | -3 | 1 | 5 | 5
3 | CCCN(Cc1ccc(N(C)C)cc1)CC1CC1 | 1 | -4 | -2 | 0.4 | 2 | 9 | 10 | 67[fluorescence artefact?] | 12
4 | O=C(COC(=O)/C=C/c1ccco1)NCc1ccc2c(c1)OCO2 | -16 | -11 | 1 | 3.1 | 4 | 10 | -5 | 6 | 5
5 | CCOC(=O)C1CCN(C(=O)C2(NC(=O)Nc3ccccc3Cl)CCCCC2)CC1 | 19 | -5 | 2 | -0.3 | 0 | 23 | 18 | -10[fluorescence artefact?] | -1
6 | CC(=O)Nc1ccc(NC(=O)COc2c(C)cc(Br)cc2C)cc1 | 2 | -8 | 10 | 1.3 | 1 | 5 | -40 | 10 | 0
7 | CCOC(=O)CC(=O)CSc1nc2c(c(C)c1C#N)CCC2 | -166 | -7 | / | -0.5 | 1 | / | 32 | -12 | 8
8 | Cc1cc(Oc2ccc(Cl)cc2)nc(SCC(=O)c2ccccc2)n1 | 21 | 31 | 7 | 0.6 | 5 | 6 | 23 | -14[fluorescence artefact?] | 4
9 | COc1cc(CNC(=O)c2cccc(COc3ccc(Cl)cc3)c2)cc(OC)c1 | 24 | 2 | 3 | 2.1 | -1 | 10 | 4 | 4[fluorescence artefact?] | 7
10 | CCn1c(SCC(N)=O)nc2c(c1=O)C1(CCCC1)Cc1ccccc1-2 | 18 | -12 | / | -0.3 | 3 | 13 | 24 | 7 | -1
11 | CC(C)OC(=O)CCNc1n[nH]c(=O)[nH]c1=O | 21 | 0 | 12 | -0.3 | -8 | 12 | 20 | 6 | -7
12 | CCOC(=O)N1CCC(NC(=O)c2ccc(CNS(=O)(=O)c3ccc(F)cc3)cc2)CC1 | 16 | -1 | 2 | 2.6 | 9 | 5 | 10 | 4 | -3
13 | CCCCOC(=O)CNc1n[nH]c(=S)[nH]c1=O | -6 | -21 | -4 | 0.1 | -2 | 114* | -32 | -11[fluorescence artefact?] | -4[fluorescence artefact?]
14 | CN(C)S(=O)(=O)Oc1cc(Cl)ccc1C(=O)Nc1ccc(F)cc1F | 29 | 6 | 8 | 0.8 | -7 | 6 | 4 | -8 | -1
15 | Cc1cc(C)c2cc(CN(Cc3nnnn3Cc3ccc(F)cc3)C3CCCC3)c(=O)[nH]c2c1 | -5 | -14 | -6 | -0.2 | 20 | 2 | 33 | 2[fluorescence artefact?] | 1

nr | mol | m-calpain inh | TbHK1 inh | Rad51 HR inh | zVAD death inh | Hck Nef HTS | PGE2 EP2 inh | EP2 mod | 14-3-3 Bad inh | eIF4E 4G PPI
16 | O=C(Cc1ccccc1)NCC1OCCc2ccccc21 (stereo not drawn) | 21 | 4 | -7 | 1.2 | 15 | 7 | 3 | 7 | -6
17 | CCNCCC(=O)N1c2ccccc2Sc2ccc(NC(=O)OCC)cc21 | -9 | 11 | 3 | 0.1 | 7 | 7 | -13 | 7 | 0[fluorescence artefact?]
18 | CCn1cnc2scc(-c3ccccc3)c2c1=O | -9 | -9 | -12 | 1.1 | -4 | 11 | -1 | / | /
19 | Cc1noc(C)c1S(=O)(=O)N(C)Cc1ccccc1 | -15 | -4 | 7 | 1.7 | 22 | 10 | 3 | -13 | 6
20 | CN(CC(=O)NCCc1ccc(F)cc1)Cc1cccc(Cl)c1 | 21 | 2 | -4 | 0.0 | -22 | 0 | -25 | -4 | -1
21 | COc1ccc(CNC(=O)C2CCN(C(=O)N3CCOc4ccc(C)cc43)CC2)cc1 | 6 | -9 | 0 | -0.1 | -1 | -1 | 7 | 4 | 10
22 | COc1ccc(/C(O)=C2/C(=O)C(=O)N(CC3CCCO3)C2c2cccc(O)c2)cc1 (stereo not drawn) | -24 | -16 | / | -0.2 | -1 | / | 22 | 25[fluorescence artefact?] | 3
23 | CCc1ccc(OCCCC(=O)Nc2ccc(S(N)(=O)=O)cc2)cc1 | 13 | 4 | / | 0.0 | -13 | 7 | -31 | 0 | 5
24 | COc1ccccc1NC(=O)C1=C(C)NC(=O)NC1c1ccc(C)s1 (stereo not drawn) | -34 | -2 | / | 0.1 | -5 | 9 | 18 | -11 | 2
25 | Cn1nc(C(=O)OCC(=O)Nc2ccc3ccccc3c2)c2ccccc2c1=O | -19 | -2 | -3 | 2.3 | 15 | 8 | -39 | -6 | -2
26 | COc1ccc(C(=O)N(c2ccc(C)cc2)C2C=CS(=O)(=O)C2)cc1OC (stereo not drawn) | 14 | -2 | 7 | -0.1 | 32 | 4 | -5 | -4 | -1
27 | CCC(C)(C)NC(=O)C(c1cccn1C)N(Cc1ccc(C)cc1)C(=O)Cn1nnc2ccccc21 (stereo not drawn) | -12 | 5 | 2 | -0.2 | 3 | 14 | 6 | 3 | 5[fluorescence artefact?]
28 | COc1ccc(C2CC(c3c(Cl)cccc3Cl)n3nc(N)nc3N2)cc1 (stereo not drawn) | -9 | -2 | 2 | 0.3 | 19 | 4 | -2 | -2 | 3
29 | Cc1cccc2sc(NC(=O)C3c4ccccc4Oc4ccccc43)nc12 | -3 | -3 | 3 | -0.1 | -1 | 8 | 10 | 1 | 0
30 | COc1cccc(CC2(CO)CCCN(Cc3cn[nH]c3C3CCCCC3)C2)c1 (stereo not drawn) | -2 | -4 | 15 | 0.0 | 2 | 6 | -11 | -9 | -1

nr | mol | m-calpain inh | TbHK1 inh | Rad51 HR inh | zVAD death inh | Hck Nef HTS | PGE2 EP2 inh | EP2 mod | 14-3-3 Bad inh | eIF4E 4G PPI
31 | COc1ccc(NC(=O)COC(=O)Cc2c(F)cccc2Cl)cc1 | 3 | -7 | -1 | 0.6 | 17 | 6 | -28 | -3 | -4
32 | NNC(=S)NCc1ccco1 | -18 | -4 | / | -0.6 | 13 | 8 | 18 | 0 | -1
33 | COc1ccc(NC(=O)Cn2c(-c3ccc(OC)cc3)cn(-c3ccc(C)cc3)c2=O)cc1 | 4 | -1 | -6 | 0.3 | 3 | 3 | 17 | -3 | 2
34 | O=C(CN1N=C(c2ccc(Cl)cc2)CCC1=O)NCc1cccnc1 | 22 | -2 | / | 0.3 | 0 | 5 | -77 | -10 | 2[fluorescence artefact?]
35 | N#Cc1c(NC(=O)CSc2ncc(-c3ccccc3)n2CC2CCCO2)sc2c1CCCC2 (stereo not drawn) | 33 | -8 | -7 | 2.8 | 2 | 10 | 26 | -3 | 0
36 | CSc1nc(N)nc(SCC(=O)C(C)(C)C)c1C#N | 21 | 9 | 10 | -0.6 | 2 | 12 | -27 | -1 | -15
37 | CCCCCC(=O)NNC1=NCC(Cc2ccccc2)S1 (stereo not drawn) | -29 | -1 | 1 | 1.4 | 20 | 15 | -17 | -6 | -4
38 | Cc1ccc(-c2csc(=S)n2CC(=O)OCC(=O)NCc2ccc(F)cc2)cc1 | 1 | -8 | -12 | 0.1 | 6 | 10 | -20 | -7 | 1
39 | Cc1ccc(NC(=O)N[C@H](C(=O)O)C(C)C)c(C)c1 | -3 | 9 | 3 | 0.1 | 16 | 9 | -27 | 3 | -4
40 | Cc1ccc(N(C(=O)Nc2ccccc2)C2=NCCC2)cc1 | 29 | -9 | -8 | 2.8 | 9 | 3 | -31 | 5 | -2
41 | COc1ccc(-c2nc3ccccc3n2Cc2ccc(C)cc2)cc1 | 14 | -6 | -2 | 0.0 | 2 | 9 | 62* | 6 | 1[fluorescence artefact?]
42 | CCCC1C2CN(C(C)=O)CC=C2C(C#N)=C(N)C1(C#N)C#N (stereo not drawn) | -16 | -12 | 0 | 2.0 | 0 | 7&14 | -12&-23 | 6[fluorescence artefact?] | -1
43 | COc1cc(-c2nn3c(-c4cccnc4)nnc3s2)cc(OC)c1OC | -12 | -11 | -9 | 0.9 | 2 | 7 | -13 | 4[fluorescence artefact?] | 13
44 | CC(=O)Nc1ccc(NC(=O)C2CCN(S(=O)(=O)c3cccc4nonc34)CC2)cc1 | -40 | -2 | 3 | 0.2 | 0 | 9 | -13 | 3 | 5
45 | Cc1cc(C)cc(OCC(=O)OCC(=O)NCCC2=CCCCC2)c1 | 1 | 0 | -32 | -0.3 | 1 | 3 | 4 | 17[fluorescence artefact?] | 12

nr | mol | m-calpain inh | TbHK1 inh | Rad51 HR inh | zVAD death inh | Hck Nef HTS | PGE2 EP2 inh | EP2 mod | 14-3-3 Bad inh | eIF4E 4G PPI
46 | O=C(O)CSCc1nc2ccccc2[nH]1 | -3 | 0 | 11 | 4.8 | 26 | 5 | 16 | -1 | 0
47 | Cc1ccc(OCC(O)CNS(=O)(=O)c2ccccc2C(=O)N2CCCCC2)cc1 (stereo not drawn) | -4 | 3 | -5 | 0.6 | 1 | 3 | 28 | 15 | 2
48 | CC(=O)C1=C(c2ccccc2)OC(N)=C(C#N)C1c1ccccc1C (stereo not drawn) | 34 | -2 | -1 | 0.8 | 4 | 3 | 21 | -7[fluorescence artefact?] | 1
49 | CCn1c(SCC(=O)O)nnc1-c1cccnc1 | -1 | 7 | -5 | 4.3 | 32 | 10 | 9 | 1 | -2
50 | O=C(CSc1ccccn1)Nc1cccc2ccccc12 | -3 | 2 | -3 | 0.3 | 10 | 3 | 21 | 9 | -1
51 | CCC(=O)N1c2ccc(S(=O)(=O)CCC(=O)N3CCN(c4ccccc4)CC3)cc2CC1C (stereo not drawn) | 7 | -5 | / | 0.5 | 0 | / | 17 | 9[fluorescence artefact?] | 3[fluorescence artefact?]
52 | Oc1c(Cl)cc(Cl)cc1C=Nc1ccccc1N1CCCC1 | -12 | 7 | -3 | 0.5 | -1 | 9 | 17 | 5[fluorescence artefact?] | 8
53 | COc1cc2c(cc1OC)C(C(=O)O)C(c1ccc(C)o1)N(C)C2=O (stereo not drawn) | / | 0 | -2 | 0.3 | 1 | 12 | / | / | /
54 | CCCc1nc(-c2ccccc2O)n(-c2ccccc2)n1 | -29 | 4 | 12 | -0.5 | 2 | 13 | 54 | 4 | -10
55 | C=CCCC(=O)Nc1nc(C)c(-c2csc(Nc3cc(OC)ccc3OC)n2)s1 | -32 | -13 | -6 | 7.3 | -1 | 24 | 18 | 55[fluorescence artefact?] | 2[fluorescence artefact?]
56 | S=C(NCc1ccco1)N/N=C/c1ccncc1 | 7 | -44 | 15 | 0.6 | 3 | 14 | -1 | -8 | 0
57 | O=C(Nc1ccccc1)Nc1cccc2ccccc12 | 19 | -5 | 3 | 1.1 | -5 | 13 | -32 | -2 | 4
58 | COc1ccc(/C=N/N=C(\N)c2nonc2N)cc1OC | -13 | -35 | 1 | 7.5 | 23 | 14 | -74 | -13 | -3
59 | O=C(COc1ccccc1)OC(C(=O)c1ccccc1)c1ccccc1 (stereo not drawn) | 0 | 6 | 6 | 0.6 | 2 | 5 | 20 | 5 | 4[fluorescence artefact?]
